Screens from PubChem.
ABHD4 inh: inhibitors of mouse ABHD4. 0.54% of 370,000 active. Q8VD66. inhibition, % at 8.92 µM. AID 720543. purified mABHD4, FP-Rh probe fluorescence polarization;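 active = inhibition exceeding the mean over every tested compound plus 3 SD, cut at about 30% in these data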;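 note: 0% = plate median of compound wells and 100% = S159A mutant with DMSO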
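Assay system: Wild-type mouse ABHD4 protein | Medium: HEPES pH 7.0 buffer, 150 mM NaCl, 0.01% Pluronic F-127 | Incubation: Enzyme–compound pre-incubation 45 min, then probe 60 min, both 25 °C | Technique: Fluorescence polarization with parallel and perpendicular emission, 525/598 nm | Evaluation: % inhibition of FP-Rh probe binding versus controls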
rCAG RNA binder: molecules binding r(CAG) RNA repeats. 1.3% of 370,000 active. r(CAG) RNA repeat, TO-PRO-1 dye displacement fluorescence. inhibition, % at 3 µM;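 active = inhibition above the plate cutoff, the mean of all test compounds on that plate plus 3 SD, cut at about 35% in these data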;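 note: 0% = DMSO alone and 100% = 100 µM mitoxantrone as full dye displacement; higher means more dye released from RNA so lower well fluorescence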
MBD2 DNA inh: MBD2-methylated oligo binding inhibition; inhibition, % at 4.4 µM; TR-FRET, MBD2 binding to methylated oligonucleotide; Q9UBB5; 0.31% of 370,000 active; in the data active = inhibition above about 13%
Target sequence (Q9UBB5 whole entry, looked up): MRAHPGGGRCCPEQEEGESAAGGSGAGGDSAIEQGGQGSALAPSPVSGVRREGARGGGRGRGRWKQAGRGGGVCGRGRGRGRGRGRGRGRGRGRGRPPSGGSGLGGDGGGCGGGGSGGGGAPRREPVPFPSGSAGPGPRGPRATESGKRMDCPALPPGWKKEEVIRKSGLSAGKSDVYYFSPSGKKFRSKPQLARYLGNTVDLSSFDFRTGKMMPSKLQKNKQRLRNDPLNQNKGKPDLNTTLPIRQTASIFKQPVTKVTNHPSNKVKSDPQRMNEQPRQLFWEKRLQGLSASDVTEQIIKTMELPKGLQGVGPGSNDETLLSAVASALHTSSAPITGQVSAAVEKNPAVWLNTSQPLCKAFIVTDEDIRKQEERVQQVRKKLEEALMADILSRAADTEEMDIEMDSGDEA
TCR CD3 inh: blocks the human TCR-CD3 interaction | inhibition, % at 9.4 µM | 0.37% of 360,000 active | TAMRA-labeled TCR probe fluorescence, biochemical; in the data active = inhibition above about 19%;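 note: recombinant mutant TCR 2C K166C tagged with TAMRA read by polarization; 0% = receptor in buffer alone and 100% = receptor with positive control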
NPR2 activator: GC-B (human) receptor activation; 0.11% of 370,000 active; AID 1920062; HEK293-GC-B cells, CNP EC30, cGMP TR-FRET; 0% at EC30 CNP, 100% saturating CNP; activation, % at 10 µM; P20594;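 active = activation at 10 µM reaching about 35% in either raw or pattern-adjusted values, limit read from the data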
NPR1 activator: GC-A (human) enzyme activation | P16066 | HEK293 GC-A cells, cGMP TR-FRET, EC30 ANP; 0% at EC30 ANP, 100% saturating ANP | activation, % at 10 µM | 0.14% of 370,000 active; in the data active = activation above about 40%
UHRF1 MBD2 ctr: UHRF1 methyl-DNA binding inhibition; AID 687016; UHRF1 binding to methylated oligo, TR-FRET; Q96T88; 0.75% of 370,000 active; inhibition, % at 4.4 µM; in the data active = inhibition above about 21%;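 note: UHRF1 SRA domain binding a hemimethylated CpG hairpin DNA probe; 0% = median of test compound wells and 100% = reference inhibitor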
PRMT1 inh: blocks human protein arginine methyltransferase 1; Q99873; recombinant PRMT1, activity-based probe fluorescence polarization; inhibition, % at 2.79 µM; 1.3% of 370,000 active; AID 652257;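 active = inhibition above about 21% made by adding two undisclosed values, limit read from the data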
SIAE primary: inhibitors of human sialic acid acetylesterase SIAE; Q9HAT2; SIAE FP-Rh probe binding, fluorescence polarization; inhibition, % at 9.66 µM; 0.69% of 370,000 active;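 active = inhibition above a cutoff: mean of compounds within the control limits plus 3 SD of those, cut at about 17% in these data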;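 note: 0% = plate median of compound wells and 100% = probe without SIAE protein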
Target sequence (Q9HAT2 whole entry, looked up): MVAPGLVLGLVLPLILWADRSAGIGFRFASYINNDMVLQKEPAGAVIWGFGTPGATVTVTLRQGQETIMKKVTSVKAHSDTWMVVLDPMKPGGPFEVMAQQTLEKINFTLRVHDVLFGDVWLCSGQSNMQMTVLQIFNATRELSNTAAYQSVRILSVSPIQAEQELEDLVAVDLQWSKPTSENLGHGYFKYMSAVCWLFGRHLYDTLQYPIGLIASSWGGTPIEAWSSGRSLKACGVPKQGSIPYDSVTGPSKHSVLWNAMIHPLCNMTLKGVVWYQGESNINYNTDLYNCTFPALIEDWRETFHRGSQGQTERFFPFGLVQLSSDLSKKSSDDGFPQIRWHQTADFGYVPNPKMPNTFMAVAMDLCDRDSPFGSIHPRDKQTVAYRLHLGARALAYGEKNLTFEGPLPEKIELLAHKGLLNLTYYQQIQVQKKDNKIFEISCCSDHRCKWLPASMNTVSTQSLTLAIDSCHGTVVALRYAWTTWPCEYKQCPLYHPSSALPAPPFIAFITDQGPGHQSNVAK
HTRA1 inh: blocks human HTRA1 serine peptidase | recombinant HTRA1, FP-rhodamine activity-based probe, fluorescence polarization | inhibition, % at 5.96 µM | 0.5% of 340,000 active; in the data active = inhibition above about 36%;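 note: 0% = enzyme with DMSO and 100% = wells lacking enzyme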
Numbers without * were called inactive; · = not tested or not shown. The list is partial; rates above refer to the full screens.

mol	ABHD4 inh	rCAG RNA binder	MBD2 DNA inh	TCR CD3 inh	NPR2 activator	NPR1 activator	UHRF1 MBD2 ctr	PRMT1 inh	SIAE primary	HTRA1 inh
CN(CC(=O)Nc1ccc(F)cc1)C(=O)CSc1nnc(Cc2ccccc2)o1	-6	3	4	-4	5	4	6	5	-3	3
COc1cccc(CN(C)S(=O)(=O)c2ccc3c(c2)OCCO3)c1	1	-5	2	-7	-1	1	1	-1	1	-6
NC(COCc1ccccc1)c1csc(Nc2cc(Oc3ccccc3)ncn2)n1 (stereo not given)	8	7	-1	1	-5	-3	0	-4	-5	·
O=C(O)/C=C\C(=O)Nc1ccc(OCc2ccccc2)cc1	0	3	-8	-1	3	3	-2	7	7	-3
O=C(NCC1CCCO1)C1CCN(S(=O)(=O)c2cccnc2)CC1 (stereo not given)	6	-1	-3	2	-5	1	0	0	-4	3
CCC(C(=O)NC1CCCC1)N(C(=O)Cn1nnc(-c2cccs2)n1)c1cnc2ccccc2c1 (stereo not given)	6	0	4	2	-6	-1	1	0	1	0
O=C(CN(C(=O)c1csnn1)c1ccccc1F)NCc1ccc2c(c1)OCO2	3	1	0	0	5	6	0	-1	-2	1
COc1ccccc1Nc1ncc(-c2cccs2)s1	8	26	-1	-3	-4	1	-9	18	-1	-1
CCOC(=O)c1c(NC(=O)CSc2nnc(-c3cccnc3)o2)sc(C)c1C	5	0	1	2	-9	-3	4	0	-2	-4
CCNc1[nH]c(=O)n(C)c(=O)c1N=O	-7	-2	1	3	2	3	-4	-1	-1	-5
CCOc1ccc(CCNC(=O)CSc2nnnn2C)cc1OCC	-2	0	2	-2	-1	3	2	1	3	-7
CCc1ccc(OCC(=O)O/N=C(\N)c2ccncc2)cc1	-7	-9	-2	-4	-10	0	-2	-6	4	-6
Cc1cc(-c2ccc(N3C(=O)CCC3=O)c(C)c2)ccc1N1C(=O)CCC1=O	6	-2	-5	9	-2	-1	-2	1	2	-4
Cc1cccc(NC(=O)CSc2nc3ccc(NC(=O)CSc4nnnn4-c4ccccc4)cc3s2)c1C	-11	8	-3	5	-6	2	-3	1	-39	·
CN(CCc1ccccc1)C(=O)c1ccc(NC(=O)Cc2cccc(NC(=O)C3CCN(C(=O)C4CC4)CC3)c2)cc1	1	4	-2	0	1	3	-3	-8	5	-12
N#Cc1c(-c2cccc(Br)c2)cc(-c2cccnc2)nc1N	3	1	-3	-1	32	-28	-2	-2	-10	-17
CN(C)C1=NC[C@H](Cc2ccccc2)N1CCc1ccc(F)cc1	6	1	0	-1	-6	-4	-3	-3	11	4
Cc1ccc(Cn2nnnc2CN2CCC(NC(=O)C(C)(C)C)CC2)cc1	8	-4	2	8	1	-1	-2	2	-4	-6
CS(=O)(=O)Nc1ccc(C(=O)NCCC2=CCCCC2)cc1	-6	0	6	-10	-1	0	2	2	3	4
Cc1cccc(N2CCN(C(=O)CSc3ccsc3[N+](=O)[O-])CC2C)c1 (stereo not given)	-3	10	3	-2	-8	-7	3	6	7	4
COc1cc(CCC(=O)N2CCN(c3ncccn3)CC2)cc(OC)c1OC	4	-9	0	4	-1	-5	1	-3	-3	·
Cc1ccccc1N1CC(O)(c2cccs2)[N+]2=C1CCCC2 (stereo not given)	-1	-1	-5	8	0	3	1	-1	-2	6
COc1cc(Cl)c(NS(=O)(=O)c2ccc(-c3ccc(=O)[nH]n3)o2)c(OC)c1	2	8	-3	8	-12	-17	-4	0	-2	6
COc1ccc(N2CSC(=S)N(c3ccc(OC)cc3)C2)cc1	6	1	-2	-3	1	-4	4	1	9	3
Cc1ccc(Cl)cc1NC(=O)OCCN(C)C(=O)Nc1cc(Cl)ccc1C	-17	2	6	-7	-10	-6	4	6	-7	·
COc1ccc(Nc2ncc(C(=O)O)c3ccccc23)cc1	5	-1	3	6	-2	-6	7	-4	10	2
O=C(c1[nH]c(C(F)(F)F)nc1-c1ccccc1)N1CCc2ccccc2C1	0	5	-6	4	-2	0	-3	-2	0	·
O=C(CN(C1CCCCC1)S(=O)(=O)c1ccccc1)NCc1cccnc1	1	-4	-4	1	5	-4	3	0	-1	0
Cn1cc2cccc([N+](=O)[O-])c2n1	-1	1	-5	13	0	-1	2	-4	2	9
O=C(CCCOc1ccc(Cl)cc1Cl)NCCc1ccccn1	1	-2	-5	-2	-4	11	2	-3	2	-5
CCCCn1c(N)c(N(CC(C)C)C(=O)C2CCN(S(=O)(=O)c3ccc(C)c(C)c3)CC2)c(=O)[nH]c1=O	5	0	3	4	-1	-2	0	1	-1	0
CC1CCCCC1Nc1ncnc2sccc12 (stereo not given)	3	1	-3	3	2	-4	2	-1	-13	5
COc1ccc(CNC(=O)C[C@@H]2CC[C@@H](NS(=O)(=O)c3cccc(OC)c3)[C@@H](CO)O2)cc1	-4	0	-4	5	6	-1	0	-3	-5	·
O=C(CSc1nnnn1C1CC1)Nc1cc(S(=O)(=O)N2CCCC2)ccc1Cl	2	7	3	-2	3	-2	0	2	-1	-6
O=C(N[C@H](C(=O)N1CCC[C@H]1C(=O)NCCc1ccccc1Cl)c1ccccc1)c1ccco1	2	-1	-2	-1	2	-5	2	6	-3	·
Cc1ccc(C(C(=O)NC2CCCCC2)N(CC2CCCO2)C(=O)CNC(=O)c2ccco2)cc1 (stereo not given)	-3	-5	-2	0	-5	-1	1	-4	-8	-4
O=c1c(-c2ccc(O)cc2)coc2cc(OC3OC(CO)C(O)C(O)C3O)ccc12 (stereo not given)	-1	2	-3	0	-2	1	-1	0	1	-2
O=C(CN(Cc1ccccc1)C(=O)CNS(=O)(=O)c1ccccc1)NCc1ccco1	-5	-1	-3	2	-3	-2	2	-3	3	1
CCNC(=O)CN(c1ccc(Cl)cc1)S(=O)(=O)c1ccccc1	-2	-4	0	-9	-5	-8	3	2	-6	-3
Cc1ccc2oc(=O)n(CC(=O)N3CCOCC3)c2c1	3	-2	5	-4	5	4	8	2	-2	-1
Cc1c(C(=O)N2CCN(C/C=C/c3ccccc3)CC2)oc2c(F)cccc12	-12	8	6	-8	4	2	3	4	-3	-21
C=CCN1[C@H](CC(C)C)COc2cccc(N3CCCC3)c2S1(=O)=O	9	8	-2	·	-8	-5	0	12	7	·
CCc1cc(/C(Cc2cscn2)=N\O)c(O)cc1O	4	-3	3	-2	3	-4	4	5	14	9
O=C1NCN(c2ccccc2)C12CCN(CCCC(c1ccc(F)cc1)c1ccc(F)cc1)CC2	32*	4	7	-9	-5	-17	2	-2	3	-10
Cc1oc(-c2cccc(Cl)c2)nc1CN1CCC(C(=O)NCc2ccco2)CC1	-2	-8	-1	-1	-10	3	0	0	0	-7
Nc1ccccc1/C=N\N=C/c1ccccc1N	2	-3	1	-4	-5	3	-1	1	4	0
CCOc1ccc(OCCN2CCCCC2)cc1	-9	1	5	3	-4	-2	2	0	-1	-1
CCCCn1c(SCC(=O)c2c(N)n(C3CC3)c(=O)[nH]c2=O)nc2cc(S(N)(=O)=O)ccc21	-4	15	-3	0	1	4	3	17	0	-3
COc1ccc(-c2cnc(SCC(=O)Nc3cc(C)on3)n2Cc2ccco2)cc1	-2	-2	8	-2	-5	-7	-2	3	4	-26
O=C(Cc1cccc(NC(=O)C2CCN(C(=O)c3ccccc3)CC2)c1)Nc1cccc(C(=O)N2CCCCC2)c1	-1	4	-4	2	1	3	-1	0	1	-4
CCS(=O)(=O)N1Cc2ccccc2CC1C(=O)Nc1nnc(SCc2ccc(C#N)cc2)s1 (stereo not given)	6	12	0	10	1	-6	-2	1	-5	-15
Cc1ccccc1NC(=O)c1cccc(C(=O)Nc2ccccc2C)c1	-4	0	-2	-11	1	2	-1	-5	-5	12
Cc1ccc(C(=O)OCC(=O)Nc2cccc(Cl)c2C)c(O)c1	-5	5	1	4	3	0	2	-4	-4	2
Cc1ccc2ccccc2c1C(O)c1ncc(-c2ccc(Cl)cc2)[nH]1 (stereo not given)	-30	8	7	-12	-2	0	2	8	-10	·
Cn1c(=O)c2c(nc(CN3CCOCC3)n2CC(=O)c2ccccc2)n(C)c1=O	-2	2	5	-1	3	3	5	1	-5	7
CCCN(CCC)S(=O)(=O)c1ccc(C(=O)Nc2nnc(CSC)o2)cc1	-2	25	-3	-5	-2	0	-6	-2	5	-2
COc1ccc(-c2nc(CN3CCN(Cc4cccc(Cl)c4)CC3)c(C)o2)cc1	7	-3	-3	3	-1	1	2	1	2	-11

Entries of single compounds as entered above. Values in the order: ABHD4 inh	rCAG RNA binder	MBD2 DNA inh	TCR CD3 inh	NPR2 activator	NPR1 activator	UHRF1 MBD2 ctr	PRMT1 inh	SIAE primary	HTRA1 inh
Cc1ccc2ccccc2c1C(O)c1ncc(-c2ccc(Cl)cc2)[nH]1 (stereo not given) as listed: -30	8	7	-12	-2	0	2	8	-10	·
O=C(N[C@H](C(=O)N1CCC[C@H]1C(=O)NCCc1ccccc1Cl)c1ccccc1)c1ccco1 as listed: 2	-1	-2	-1	2	-5	2	6	-3	·
O=C(Cc1cccc(NC(=O)C2CCN(C(=O)c3ccccc3)CC2)c1)Nc1cccc(C(=O)N2CCCCC2)c1 as listed: -1	4	-4	2	1	3	-1	0	1	-4
C=CCN1[C@H](CC(C)C)COc2cccc(N3CCCC3)c2S1(=O)=O as listed: 9	8	-2	·	-8	-5	0	12	7	·
